LmPK inh = inhibitors of Leishmania mexicana pyruvate kinase; Q27686; purified LmPK, Kinase-Glo ATP luminescence, 1 h; Potency, µM (titrated, usually from 57.5 µM), inactives show at the highest dose activity change, negative = inhibition, usual class: inhibitors; 290,000 tested, 0.37% active; AID 1721; note: potency is the fitted concentration of half-maximal effect
Target sequence (Q27686 whole entry, looked up): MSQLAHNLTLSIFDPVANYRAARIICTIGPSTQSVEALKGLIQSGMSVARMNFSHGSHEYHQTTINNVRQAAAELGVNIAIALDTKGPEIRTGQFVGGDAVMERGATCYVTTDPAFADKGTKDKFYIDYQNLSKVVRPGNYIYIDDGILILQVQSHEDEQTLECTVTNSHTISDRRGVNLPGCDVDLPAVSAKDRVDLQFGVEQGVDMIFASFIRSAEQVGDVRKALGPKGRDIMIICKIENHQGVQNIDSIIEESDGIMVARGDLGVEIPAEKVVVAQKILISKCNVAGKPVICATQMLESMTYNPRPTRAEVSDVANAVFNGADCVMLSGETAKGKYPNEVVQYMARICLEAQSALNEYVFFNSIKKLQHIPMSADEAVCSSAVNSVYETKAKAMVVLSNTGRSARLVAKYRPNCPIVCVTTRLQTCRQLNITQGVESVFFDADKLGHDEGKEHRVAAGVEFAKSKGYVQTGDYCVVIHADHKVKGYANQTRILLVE
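qHTS format; LmPK 0.1 nM; substrates PEP 0.5 mM and ADP 0.1 mM. One-hour room-temperature incubation, then coupled luciferase luminescence; 0.5 nM enzyme wells mark activation.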
AmpC inh no detg = AmpC beta-lactamase inhibition without detergent; P00811; AmpC nitrocefin hydrolysis, absorbance 480 nm, 0.0001% Triton; Potency, µM (doses to about 57.1 µM), without a hit: top-dose activity change, negative = inhibition, usual class: inhibitors; 330,000 tested, 0.52% active;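 note: potency is the fitted concentration of half-maximal effect; plate controls were no compound for no effect and no enzyme for full effect; nearly all actives have a fitted effect of over 20% in size; some results filed as inactive show a strong effect at the top dose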
Target sequence (P00811 whole entry, looked up): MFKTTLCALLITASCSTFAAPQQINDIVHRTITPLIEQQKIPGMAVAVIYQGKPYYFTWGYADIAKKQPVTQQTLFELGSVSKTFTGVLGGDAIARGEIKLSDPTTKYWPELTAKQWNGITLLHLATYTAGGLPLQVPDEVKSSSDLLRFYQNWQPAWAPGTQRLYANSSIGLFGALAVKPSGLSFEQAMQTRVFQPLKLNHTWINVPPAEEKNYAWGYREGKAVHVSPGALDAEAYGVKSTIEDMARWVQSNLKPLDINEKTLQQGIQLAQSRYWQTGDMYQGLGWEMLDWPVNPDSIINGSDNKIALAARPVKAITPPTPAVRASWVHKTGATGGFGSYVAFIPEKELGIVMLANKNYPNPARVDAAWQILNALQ
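AmpC (5.3 nM in the dispensed reagent) in 20 mM phosphate pH 7.0 with 0.01% (detergent screen) or 0.0001% Triton X-100 was preincubated with compounds for 15 min at room temperature. Nitrocefin was then added from an 800 uM solution, and hydrolysis was followed at 480 nm.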
AmpC inh detg = inhibitors of E. coli AmpC beta-lactamase with detergent | Potency, µM (series often up to 114 µM), inactives show at the highest dose activity change, negative = inhibition, hits mostly inhibitors | AmpC hydrolysis of nitrocefin, absorbance 480 nm, 0.01% Triton | 370,000 tested, 0.041% active | P00811 | AID 485294;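 note: potency is the fitted concentration of half-maximal effect; 0% = no-compound wells and -100% = no-enzyme wells; nearly all actives have a fitted effect of over 25% in size; some results filed as inactive show a strong effect at the top dose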
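20 mM phosphate pH 7.0 + 0.01% (detergent screen) or 0.0001% Triton X-100; 5.3 nM AmpC reagent; cpd preinc 15 min RT; nitrocefin (800 uM stock) to start; A480 q20 s × 4 min; Activity was normalised to no-enzyme and no-compound control wells.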
TbPYK inhibitor = T. brucei pyruvate kinase inhibition; Q57TT1; TbPYK enzyme, Kinase-Glo Plus ATP luminescence, 45 min; Potency, µM (top dose mostly 76.8 µM), inactives show at the highest dose activity, negative = inhibition, usual class: inhibitors; 410,000 tested, 0.12% active; AID 624173; note: potency is the fitted concentration of half-maximal effect; nearly all actives have a fitted effect of over 50% in size
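Enzyme and substrate buffer are dispensed first and compound is pin-transferred. ADP at 130 uM final then starts the reaction, which runs 45 min at room temperature. Detection reagent is added for 10 min before luminescence is imaged.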
HCMV inh = blocks human cytomegalovirus replication | 410,000 tested, 4.5% active | HFF cells, HCMV-luciferase reporter, 72 h; active compounds read low | AID 1259415 | activity change, negative = inhibition, % at 57.5 µM; in the data active = activity change below about -60%; inconclusive = no clear call, values can overlap the other calls; inactive = above about -39%
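After 16 h attachment at 37C, HFF cells received test compound and HCMV-luciferase (1 PFU/cell); reporter luminescence read 72 h later, data normalized against buffer-only and known inhibitor Salinomycin.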
Sm TGR inh = inhibitors of Schistosoma mansoni thioredoxin glutathione reductase; Q962Y6; purified TGR, DTNB reduction, TNB absorbance 405 nm; Potency, µM (titrated, usually from 114 µM), for inactives: at the highest dose activity change, negative = inhibition, usual class: inhibitors; 360,000 tested, 3% active; AID 485364; note: potency is the fitted concentration of half-maximal effect; nearly all actives have a fitted effect of over 60% in size
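TGR 20 nM + NADPH 100 uM (dispensed conc.), cpd preinc 15 min RT; start with NADPH (500 uM addition) then DTNB (15 mM addition). Kinetic TNB absorbance, 405 nm filter. Four-parameter Hill fit across titration.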
AMA1 RON2 block = disrupts binding of P. falciparum AMA1 to RON2 | Potency, µM (series often up to 58.2 µM), for the others: at the highest dose activity change, negative = inhibition, actives largely listed as inhibitors | 360,000 tested, 0.2% active | AlphaScreen AMA1-biotinylated RON2 peptide binding;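 note: potency is the fitted concentration of half-maximal effect; 0% = vehicle wells and -100% = peptide control; nearly all actives have a fitted effect of over 45% in size; some results filed as inactive show a strong effect at the top dose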
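AMA1 (3D7) with his tag at 25 nM final met compounds first, then biotinylated RON2 peptide at 25 nM; detection used donor plus acceptor beads, 10 µg/mL apiece, read by AlphaScreen after 30 min at room temperature.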
An asterisk follows results filed as active; ? = inconclusive; · = not tested or not shown; [ ] = remark or other dose. Unless noted, calls come from the whole dose curve; as a rule, active = well fitted curve in the direction sought with a large enough effect; inconclusive = small, poorly fitted or top-dose-only effect, or another doubt; inactive = no such curve, though single readings can be large; an effect the other way counts as inactive or inconclusive. Unless noted, % is set by controls: 0 for no effect and ±100 for the full control effect.

[1] C#CCOC(=O)C[N+](C)(C)CC#Cc1ccccc1
[2] O=C(CSc1n[nH]c(-c2ccccc2Cl)n1)NCCCc1ccccc1
[3] COc1ccc(N2CCN(C(=O)CCC(=O)N3CCOc4ccc(Cl)cc43)CC2)cc1
[4] CS(=O)(=O)N1CCC(C(=O)Nc2cc(C(F)(F)F)ccc2Cl)CC1
[5] COc1ccc(-c2ccc(-c3nnc(Cc4ccc(OC)c(OC)c4)o3)cc2)cc1
[6] Cc1ccc(C)c2c1cc(C)c1nnc(SCC(=O)c3cccs3)n12

Assay by compound	1	2	3	4	5	6
LmPK inh	10%	·	-2%	1%	3%	?
AmpC inh no detg	-18%	·	176%[activator]	12%	1%	-21%
AmpC inh detg	9%	17%	-11%	-9%	-13%	?
TbPYK inhibitor	2%	-7%	-1%	-3%	-16%	?
HCMV inh	-35	-13	-99*	-2	-35	?
Sm TGR inh	-13%	-2%	-9%	0%	2%	?
AMA1 RON2 block	1%	·	-18%	-1%	-7%	14%[2.32 µM]

[7] Cc1ccc2c(c1)N(CCC(=O)NCCCOC(C)C)C(=O)C(C)O2 (stereo not drawn)
[8] COCCCNC(=O)Cn1nnc(-c2ccc(NC(=O)c3cccnc3)cc2)n1
[9] Cc1cc(C(=O)N/N=C/C=C/c2ccccc2)n[nH]1
[10] CCOC(=O)c1c(C)[nH]c(C(=O)Cn2c(=O)oc3ccccc32)c1C
[11] Cc1ccc(C(C(=O)NCc2ccc(F)cc2)N(C(=O)c2csnn2)C2CC2)cc1 (stereo not drawn)
[12] CCNC(=S)NNC(=O)Nc1ccccc1

Assay by compound	7	8	9	10	11	12
LmPK inh	-4%	5%	4%	3%	1%	2%
AmpC inh no detg	33%	-1%	-5%	-24%	3%	-7%
AmpC inh detg	-1%	-8%	0%	-15%	-1%	-3%
TbPYK inhibitor	0%	·	0%	2%	1%	-2%
HCMV inh	1	·	-10	-14	23	69
Sm TGR inh	-12%	3%	-14%	4%	4%	26%
AMA1 RON2 block	14%	·	59%[activator]	-1%	-4%	65%[activator]

[13] COc1ccc(OC)c([N+](=O)[O-])c1C(N)=O
[14] Cc1cc(C)nc(-n2nc(C)cc2NC(=O)c2cccc(S(=O)(=O)N3CCOCC3)c2)n1
[15] O=C(Cc1cn(Cc2cccc(Cl)c2)c2ccccc12)N1CCCC1
[16] Cc1nn(-c2ccc(Cl)c(Cl)c2)c(C)c1C(=O)O
[17] COc1cccc(-c2nn(-c3ccccc3)cc2C(=O)NCC(=O)O)c1
[18] CC(=O)NC(CC(=O)Oc1ccc(C)cc1Br)c1ccccc1 (stereo not drawn)

Assay by compound	13	14	15	16	17	18
LmPK inh	2%	14%	6%	0%	1%	-3%
AmpC inh no detg	-10%	-15%	72%[activator]	-16%	0%	11%
AmpC inh detg	-3%	-8%	?	5%	?	2%
TbPYK inhibitor	-5%	3%	-18%	1%	-6%	1%
HCMV inh	15	44	-9	13	-24	14
Sm TGR inh	79µM*	5%	-9%	1%	-2%	-1%
AMA1 RON2 block	-5%	1%	-20%	-2%	-12%	13%

[19] O=C(Nc1c2c(nn1-c1cccc(Cl)c1)CS(=O)C2)c1ccc2c(c1)OCO2 (stereo not drawn)
[20] Cc1cccc(-n2c(O)c(C=Nc3ccccc3N)c(=O)[nH]c2=O)c1
[21] O=C(CN(C(=O)c1csnn1)c1ccc(Cl)cc1)NCCc1ccccc1
[22] CC[C@@]1(C(=O)OC)N[C@H](CN(C)S(=O)(=O)c2ccccc2)[C@@H]2C(=O)N(C)C(=O)[C@@H]21
[23] C=CCCN(C(CC(C)C)C(=O)OC)S(=O)(=O)c1ccccc1Br (stereo not drawn)
[24] CCN1CCCC1CNC(=O)c1cc(OC)c(OC)c(OC)c1 (stereo not drawn)

Assay by compound	19	20	21	22	23	24
LmPK inh	5%	-6%	-7%	·	2%	2%
AmpC inh no detg	0%	40%	-3%	-1%	2%	0%
AmpC inh detg	0%	?	-2%	·	0%	-13%
TbPYK inhibitor	-11%	2%	-3%	-2%	-2%	-2%
HCMV inh	-6	-6	15	-16	0	12
Sm TGR inh	?	-32%	3%	·	34%	-5%
AMA1 RON2 block	14%	56%[activator]	-5%	-3%	25%	-3%

[25] COc1ccc(Cl)cc1NC(=O)Nc1cccc([N+](=O)[O-])c1C
[26] O=C(c1ccc(F)cc1)n1nc(-c2ccccc2)nc1NCc1ccc(F)cc1
[27] Cc1ccc(NC(=O)COc2ccc(Cl)cc2Cl)cc1S(=O)(=O)N1CCOCC1
[28] O=C(c1[nH]c(C(F)(F)F)nc1-c1ccccc1)N1CCN(c2ncccc2C(F)(F)F)CC1
[29] CC(=O)c1ccc(S(=O)(=O)Nc2ccc(C(=O)NCCCn3ccnc3)cc2)cc1
[30] c1ccc(-n2cc(CNCCc3cscn3)c(-c3ccc4c(c3)OCO4)n2)cc1

Assay by compound	25	26	27	28	29	30
LmPK inh	2%	·	·	·	·	-1%
AmpC inh no detg	-20%	·	28%	·	-26%	28%
AmpC inh detg	5%	0%	0%	·	-14%	-6%
TbPYK inhibitor	-16%	-1%	-8%	2%	7%	3%
HCMV inh	-13	56	-21	2	1	-35
Sm TGR inh	5%	0%	0%	·	-35%	19%
AMA1 RON2 block	0%	·	-10%	1%	0%	3%

[31] O=C(C1CCCO1)N1CCN(c2ccc(F)cc2)CC1 (stereo not drawn)
[32] CCCC/C=C/c1cccc2nncn12
[33] COc1ccc(CCNC(=O)c2nnc(CS(=O)(=O)c3ccccc3)o2)cc1OC
[34] COc1cc(/C=C/C(=O)O)ccc1OS(=O)(=O)c1ccc(C)cc1
[35] COc1nc(OC/C(N)=N/O)nc(N2CCOCC2)n1
[36] COc1ccc(OC)c(N=C2C(=O)Nc3ccccc32)c1

Assay by compound	31	32	33	34	35	36
LmPK inh	5%	·	0%	6%	-8%	6%
AmpC inh no detg	-21%	·	21%	-23%	-9%	-21%
AmpC inh detg	11%	·	?	?	?	7%
TbPYK inhibitor	3%	3%	0%	6%	0%	13%
HCMV inh	-14	-15	-33	-27	47	25
Sm TGR inh	5%	·	-1%	0%	6%	-12%
AMA1 RON2 block	-1%	-1%	0%	-5%	-3%	12%

[37] COC(=O)c1ccc(OC(=O)c2cccs2)cc1
[38] COCCCN1C(=O)C(CC(=O)NC2CCCC2)CC(C(=O)N(C(C)C)C(C)C)=C1C (stereo not drawn)
[39] Cc1ccc(-c2noc(CN(C(=O)c3ccc(C(C)(C)C)cc3)C(C)C)n2)cc1
[40] O=C(CCS(=O)(=O)c1ccc(Cl)cc1)Nc1cccc(S(=O)(=O)N2CCCCCC2)c1
[41] O=C(Nc1ccc(F)cc1Cl)C1Cc2ccccc2N1C(=O)c1ccccc1 (stereo not drawn)
[42] COc1ccc(C(=O)NC2CCCc3c2cnn3-c2cccc(C)c2C)o1 (stereo not drawn)

Assay by compound	37	38	39	40	41	42
LmPK inh	2%	·	·	·	·	4%
AmpC inh no detg	-16%	·	·	·	·	35%
AmpC inh detg	8%	·	0%	·	-6%	4%
TbPYK inhibitor	-1%	-10%	-2%	-9%	1%	-2%
HCMV inh	4	5	-11	-6	22	-93*
Sm TGR inh	8%	·	2%	·	0%	-19%
AMA1 RON2 block	10%	11%	·	-1%[11.6 µM]	·	-12%

[43] Cc1ccc(C(=O)OC(C)C(=O)Nc2ccc3c(c2)OCO3)c(O)c1 (stereo not drawn)
[44] O=C(NCc1ccccc1C(F)(F)F)C1CCC(=O)N(CCCc2ccccc2)C1 (stereo not drawn)
[45] CC(=O)NC(Cc1cccc(C)c1)C(=O)NC1CCN(C(=O)c2ccc([N+](=O)[O-])cc2)CC1 (stereo not drawn)
[46] Cc1sc(-n2cccc2)c(C(C)NC(=O)Nc2ccccc2Cl)c1C (stereo not drawn)

Assay by compound	43	44	45	46
LmPK inh	·	0%	-4%	·
AmpC inh no detg	-24%	142%[activator]	-6%	·
AmpC inh detg	5%	-1%	?	19%
TbPYK inhibitor	-7%	-5%	0%	0%
HCMV inh	14	9	-74*	-34
Sm TGR inh	-6%	-13%	-2%	-1%
AMA1 RON2 block	-3%	1%	-1%	·

Among those listed so far, these have an aryl methoxy group:
[3] COc1ccc(N2CCN(C(=O)CCC(=O)N3CCOc4ccc(Cl)cc43)CC2)cc1
[5] COc1ccc(-c2ccc(-c3nnc(Cc4ccc(OC)c(OC)c4)o3)cc2)cc1
[13] COc1ccc(OC)c([N+](=O)[O-])c1C(N)=O
[17] COc1cccc(-c2nn(-c3ccccc3)cc2C(=O)NCC(=O)O)c1
[24] CCN1CCCC1CNC(=O)c1cc(OC)c(OC)c(OC)c1 (stereo not drawn)
[25] COc1ccc(Cl)cc1NC(=O)Nc1cccc([N+](=O)[O-])c1C
[33] COc1ccc(CCNC(=O)c2nnc(CS(=O)(=O)c3ccccc3)o2)cc1OC
[34] COc1cc(/C=C/C(=O)O)ccc1OS(=O)(=O)c1ccc(C)cc1

Assay by compound	3	5	13	17	24	25	33	34
LmPK inh	-2%	3%	2%	1%	2%	2%	0%	6%
AmpC inh no detg	176%[activator]	1%	-10%	0%	0%	-20%	21%	-23%
AmpC inh detg	-11%	-13%	-3%	?	-13%	5%	?	?
TbPYK inhibitor	-1%	-16%	-5%	-6%	-2%	-16%	0%	6%
HCMV inh	-99*	-35	15	-24	12	-13	-33	-27
Sm TGR inh	-9%	2%	79µM*	-2%	-5%	5%	-1%	0%
AMA1 RON2 block	-18%	-7%	-5%	-12%	-3%	0%	0%	-5%

[35] COc1nc(OC/C(N)=N/O)nc(N2CCOCC2)n1
[36] COc1ccc(OC)c(N=C2C(=O)Nc3ccccc32)c1
[42] COc1ccc(C(=O)NC2CCCc3c2cnn3-c2cccc(C)c2C)o1 (stereo not drawn)

Assay by compound	35	36	42
LmPK inh	-8%	6%	4%
AmpC inh no detg	-9%	-21%	35%
AmpC inh detg	?	7%	4%
TbPYK inhibitor	0%	13%	-2%
HCMV inh	47	25	-93*
Sm TGR inh	6%	-12%	-19%
AMA1 RON2 block	-3%	12%	-12%
